Bioassay records deposited in PubChem by Sanford-Burnham Center for Chemical Genomics.
EBI2 antag: antagonists of human EBI2 receptor; P32249; EBI2 beta-arrestin recruitment, luminescence, 7a,25-OHC stimulated; inhibition, % at 5 µM; hit rate 0.81% among 360,000; AID 651636; in the data active = inhibition above about 38%;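 also: enzyme fragment complementation signal reports receptor beta-arrestin coupling in cells; 0% = agonist plus DMSO wells and 100% = wells without agonist; some results beyond the cut were filed as inactive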
ATG4B inh: inhibitors of human ATG4B cysteine protease; Q9Y4P1; ATG4B cleavage of LC3-PLA2, NBD-HPC fluorescence, 1 h; inhibition, % at 8.33 µM; hit rate 0.51% among 340,000; AID 504462; in the data active = inhibition above about 40%
APJ ag: activates the human apelin receptor APJ; CHO-K1 APJ PathHunter beta-arrestin, luminescence; 0% DMSO wells, 100% apelin; P35414; AID 2520; activation, % at 20 µM; hit rate 0.11% among 330,000;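 active = activation more than six SD over the plate average, tested at 20 µM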;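 also: 0% = DMSO alone and 100% = apelin-13 at 10 nM; some results filed as inactive read as strong as hits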
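Assay system – PathHunter CHO-K1 APJ (AGTRL-1) beta-arrestin reporter cells · Compound – one dose, 20 µM compound, 1% DMSO · Timing – compound 90 min 25 °C, reagent 1 h · Measured by – luminescence from split beta-galactosidase complementation, Galacton Star/Emerald II substrate · Measure – beta-arrestin recruitment to APJ as agonist activity, luminescent signal · Benchmarks – DMSO vs Apelin-13 10 nM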
APJ antagonist: antagonists of human APJ apelin receptor; P35414; CHO-K1 APJ beta-arrestin complementation, luminescence; inhibition, % at 20 µM; hit rate 0.32% among 330,000;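 active = inhibition above about 40% at 20 µM, limit read from the data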;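 also: cells challenged with 10 nM apelin-13 agonist together with compound; plate controls were apelin-13 plus DMSO wells for no effect and DMSO wells lacking apelin-13 for full effect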
CCR6 antag: CCR6 (human) receptor antagonism; P51684; CHO-K1 CCR6 PathHunter beta-arrestin, luminescence, CCL20-stimulated; inhibition, % at 20 µM; hit rate 0.49% among 340,000; AID 493098;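 active = compounds whose inhibition of the agonist-driven luminescence signal at 20 µM reaches about 50%, limit read from the data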;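 also: cells stimulated with CCL20 at 14 nM final; plate controls were DMSO with CCL20 for no effect and DMSO without agonist for full effect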
Target sequence (P51684 whole entry, looked up): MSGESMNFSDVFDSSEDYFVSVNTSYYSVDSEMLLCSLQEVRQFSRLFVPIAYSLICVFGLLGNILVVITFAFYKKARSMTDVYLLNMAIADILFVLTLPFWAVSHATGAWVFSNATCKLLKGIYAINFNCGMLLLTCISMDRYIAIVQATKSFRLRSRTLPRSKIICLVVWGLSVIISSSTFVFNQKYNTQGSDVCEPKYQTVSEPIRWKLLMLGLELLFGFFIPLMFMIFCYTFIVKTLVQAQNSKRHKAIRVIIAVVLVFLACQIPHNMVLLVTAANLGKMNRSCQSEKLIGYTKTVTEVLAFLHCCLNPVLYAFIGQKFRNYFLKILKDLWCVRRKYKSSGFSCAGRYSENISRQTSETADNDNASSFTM
Gli-Sufu block: antagonists of Gli-Sufu signaling; Sufu-KO-LIGHT fibroblasts, Gli luciferase reporter luminescence; inhibition, % at 5 µM; hit rate 0.74% among 340,000; AID 588413;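 active = inhibition above about 55%, limit read from the data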;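 also: 0% = DMSO-treated cells and 100% = wells with medium but no cells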
UBC13 polyUb: inhibitors of human UBC13 polyubiquitin chain formation; P61088; TR-FRET; inhibition, % at 20 µM; hit rate 0.47% among 330,000; AID 485273; in the data active = inhibition above about 45%, passing the limit was not always enough
Target sequence (P61088 whole entry, looked up): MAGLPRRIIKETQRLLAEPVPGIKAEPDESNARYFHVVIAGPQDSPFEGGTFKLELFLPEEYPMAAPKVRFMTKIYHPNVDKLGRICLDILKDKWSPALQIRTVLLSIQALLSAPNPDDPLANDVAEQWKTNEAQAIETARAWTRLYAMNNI
CXCR6 inh: blocks human CXCR6 beta-arrestin recruitment; O00574; CHO-K1 PathHunter CXCR6 beta-arrestin, luminescence; inhibition, % at 20 µM; hit rate 0.36% among 360,000; AID 602244; in the data active = inhibition above about 34%, passing the limit was not always enough;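 also: antagonist mode with CXCL16 agonist at 10 nM final; 0% = 10 nM CXCL16 with DMSO and 100% = unstimulated wells without agonist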
Target sequence (O00574 whole entry, looked up): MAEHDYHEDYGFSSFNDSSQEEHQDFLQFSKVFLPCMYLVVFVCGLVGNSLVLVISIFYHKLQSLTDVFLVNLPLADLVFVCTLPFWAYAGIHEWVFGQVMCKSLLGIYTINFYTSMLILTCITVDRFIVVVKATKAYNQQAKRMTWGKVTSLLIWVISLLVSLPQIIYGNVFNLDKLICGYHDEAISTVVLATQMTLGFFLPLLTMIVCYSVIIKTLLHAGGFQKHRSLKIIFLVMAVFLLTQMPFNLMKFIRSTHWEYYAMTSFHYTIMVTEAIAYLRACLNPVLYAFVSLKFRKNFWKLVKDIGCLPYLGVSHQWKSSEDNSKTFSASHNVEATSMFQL
The depositor's hits bear a star; / = not tested or not shown.

SMILES | EBI2 antag | ATG4B inh | APJ ag | APJ antagonist | CCR6 antag | Gli-Sufu block | UBC13 polyUb | CXCR6 inh
CCOC(=O)c1nnn(-c2nonc2N)c1CN1CCc2ccccc2C1 | -4 | -1 | -5 | 6 | 14 | 6 | 8 | 8
Cc1cccc(-n2c(C)cc(/C=N/NC(=O)c3ccc(CN4CCOCC4)cc3)c2C)c1 | 6 | 5 | -1 | -10 | 9 | -3 | 1 | -7
CC(=O)Nc1cccc2c1OCCO2 | -11 | -13 | 0 | -6 | -4 | -4 | 7 | -3
CCOc1ccccc1C(=O)NCCCCCC(=O)O | -4 | 3 | -1 | 12 | -1 | 3 | 0 | 6
O=C(N/N=C/c1ccc(Cl)cc1Cl)c1ccc2nc[nH]c2c1 | -17 | -10 | -2 | -9 | 8 | 16 | 5 | -6
COc1ccc(CNC(=O)C2CCCN(S(=O)(=O)c3cnc[nH]3)C2)cc1 (stereo not drawn) | -6 | -7 | 6 | 15 | -4 | 3 | 0 | 1
COc1ccc(CCNC(=O)CSc2nc(=O)n3cc(C)ccc3n2)cc1OC | 0 | -6 | 9 | -59 | 4 | -8 | -9 | -17
CC(=O)N1CCN(c2cc(N3CCc4ccccc4C3)c(F)cc2[N+](=O)[O-])CC1 | 13 | -1 | -3 | 27 | 26 | 9 | -20 | 10
COCCN1C(=O)N[C@@H](c2cccc(C(F)(F)F)c2)[C@@H](C(=O)OC)[C@H]1C | -19 | -7 | 2 | 8 | 8 | 5 | 5 | -10
C=CCn1c(COc2ccccc2)nnc1SCC(=O)Nc1ccc(S(N)(=O)=O)cc1 | -6 | -2 | 2 | 1 | 20 | 5 | -4 | 2
COC(=O)C1CCCCN1C(=O)CCc1nnc(CCc2c[nH]c3ccccc23)o1 (stereo not drawn) | 1 | 6 | 0 | -3 | 10 | 7 | -8 | -10
O=C(CNC(=O)c1ccc2c(c1)OCO2)Nc1ncccc1O | -7 | -1 | 0 | -8 | 1 | -46 | -11 | -10

Some values from above.
In Gli-Sufu block, CCOC(=O)c1nnn(-c2nonc2N)c1CN1CCc2ccccc2C1 reads 6
In CCR6 antag, CC(=O)Nc1cccc2c1OCCO2 reads -4
In UBC13 polyUb, CC(=O)N1CCN(c2cc(N3CCc4ccccc4C3)c(F)cc2[N+](=O)[O-])CC1 reads -20

Next part.
SMILES | EBI2 antag | ATG4B inh | APJ ag | APJ antagonist | CCR6 antag | Gli-Sufu block | UBC13 polyUb | CXCR6 inh
O=C(NC1CCCCCC1)c1cc2c(=O)n3ccccc3nc2s1 | 0 | -3 | 4 | -5 | 3 | -34 | 22 | 0
CCc1cccc(C)c1NC(=O)Cc1ccsc1 | 5 | -13 | -3 | -1 | 8 | 26 | -9 | 7
O=C(O)Cn1c(SCc2ccccc2)nc2ccccc21 | -7 | -2 | -3 | 3 | 10 | -5 | 8 | 6
CCN(CC(=O)Nc1ccc(Cl)c(S(=O)(=O)N(C)C)c1)CC(=O)NC(C)C | 0 | -2 | 0 | -8 | 4 | 7 | 2 | -1
CN1CCN(C(=O)c2ccc3c(=O)n(Cc4ccc(Cl)cc4)c(=S)[nH]c3c2)CC1 | 8 | 36 | -3 | 22 | 24 | 9 | 10 | 6
COC(=O)c1cc(=O)nc2scc(C)n12 | -14 | -8 | -7 | 19 | 2 | 1 | 0 | -6
CSc1nc(-c2ccccc2)cc(C(F)(F)F)c1C#N | 4 | 4 | -1 | 9 | 14 | -11 | 22 | 3
COc1ccc(-c2csc3ncnc(Nc4ccc(O)cc4)c23)cc1 | 14 | -10 | 0 | -13 | -3 | -1 | -5 | 6
CCN(CC)C(=O)Cc1cc(C(=O)O)c2ccccc2n1 | -2 | 1 | -3 | -7 | -11 | 1 | -6 | -2
O=C(COC(=O)COc1ccccc1)Nc1ccc(S(=O)(=O)N2CCOCC2)cc1 | -3 | -13 | 0 | 11 | -2 | -4 | -2 | 0
C/C(CC(=O)Nc1ccc(F)cc1)=N\NC(=O)c1ccccn1 | -5 | -2 | 0 | -4 | 1 | 0 | -16 | -7
COc1ccc(N2CCN(c3ncnc4sc(C(=O)NCC5CCCO5)c(C)c34)CC2)cc1 (stereo not drawn) | 19 | 4 | 1 | 10 | 14 | 3 | 2 | -3
O=C(CNC(=O)c1ccc(Cl)cc1Cl)OCCCn1c(=O)[nH]c2ccccc21 | -6 | -6 | -3 | 5 | -4 | 10 | -9 | -1
COc1ccc(S(=O)(=O)N(C)C[C@H]2Oc3c(NS(=O)(=O)c4ccc(F)cc4)cccc3C(=O)N([C@H](C)CO)C[C@@H]2C)cc1 | 1 | / | -4 | 3 | -7 | -4 | 17 | 8
CCC(=O)NNC(=O)Cc1c(C)n(C(=O)c2ccc(Cl)cc2)c2ccc(OC)cc12 | 9 | 4 | -5 | 4 | 14 | -8 | 1 | 5
C[C@@H](C(=O)N[C@@H](Cc1c[nH]c2ccccc12)C(=O)O)n1nnc2ccccc2c1=O | 1 | -7 | -1 | -3 | 4 | -3 | -3 | -12
CCOC(=O)/C(=N/Nc1ccc(C)cc1)S(=O)(=O)c1ccc(Cl)cc1 | -20 | 13 | -3 | 19 | 19 | -82 | -7 | 0
COc1ccc(S(=O)(=O)N2CCCCC2)cc1C(C)C | 4 | 9 | 1 | 8 | 11 | 36 | -7 | 6
CCOc1ncccc1C(=O)OCc1csc(CC(=O)Nc2ccccc2C)n1 | -8 | -53 | 1 | -2 | 11 | / | 3 | 1
N=c1oc2ccccc2cc1-c1nc2ccccc2c(=O)[nH]1 | 1 | -10 | -3 | 15 | 2 | 7 | 11 | 1
O=C(NCC1CCCO1)c1nn2c(C(F)(F)F)cc(-c3ccco3)nc2c1Cl (stereo not drawn) | -15 | 9 | -4 | 6 | -4 | -7 | 7 | -5
Cc1ccc(-c2cc(C(=O)NCc3ccco3)no2)cc1 | 15 | 0 | -1 | -22 | 2 | -64 | -7 | -7
CC(C)CCNC(=O)CCNS(=O)(=O)c1ccc(Cl)cc1 | -4 | 7 | 3 | -35 | -1 | 2 | 0 | -6
Cc1ccc(NC(=O)CNC(=O)c2cccc(Cl)c2)nc1 | 1 | 6 | 2 | -1 | 8 | -19 | -6 | 2

Of the compounds above, these contain a CF3 group:
SMILES | EBI2 antag | ATG4B inh | APJ ag | APJ antagonist | CCR6 antag | Gli-Sufu block | UBC13 polyUb | CXCR6 inh
COCCN1C(=O)N[C@@H](c2cccc(C(F)(F)F)c2)[C@@H](C(=O)OC)[C@H]1C | -19 | -7 | 2 | 8 | 8 | 5 | 5 | -10
CSc1nc(-c2ccccc2)cc(C(F)(F)F)c1C#N | 4 | 4 | -1 | 9 | 14 | -11 | 22 | 3
O=C(NCC1CCCO1)c1nn2c(C(F)(F)F)cc(-c3ccco3)nc2c1Cl (stereo not drawn) | -15 | 9 | -4 | 6 | -4 | -7 | 7 | -5

(cont.)
SMILES | EBI2 antag | ATG4B inh | APJ ag | APJ antagonist | CCR6 antag | Gli-Sufu block | UBC13 polyUb | CXCR6 inh
COC(=O)Cc1[nH]nc2c1C(c1c[nH]c3ccccc13)C(C#N)=C(N)O2 (stereo not drawn) | -13 | -5 | -3 | 5 | -7 | 1 | -76 | 2
Nc1nc(CN2CCOCC2)cs1 | -3 | -6 | 0 | -12 | -13 | 7 | -7 | -4
COc1ccc(C2C(C#N)=C(N)Nc3onc(C(C)(C)C)c32)c(OC)c1 (stereo not drawn) | -11 | -1 | 1 | 10 | 18 | 1 | 1 | 1
C=C(C)CSc1nc2nc(C)c(Br)cc2[nH]1 | 8 | / | -1 | 9 | / | / | -8 | -4
COc1ccc(N=Cc2c(O)n(-c3cccc(C)n3)c(=O)c3ccccc23)cc1 | 6 | -1 | -3 | 7 | 19 | 9 | -16 | 12
O=C(O)C1=C[C@H](c2ccc(Br)cc2)C[C@H](OCCCCO)O1 | 2 | 1 | -3 | -1 | 8 | -6 | -18 | -9
NS(=O)(=O)c1ccc(N=NN2CCCCC2)cc1 | -4 | -11 | -4 | -5 | 1 | -45 | 5 | -5
CC(C)COC(=O)n1c(=O)oc2ccc(S(=O)(=O)N3CCCCC3)cc21 | -3 | 0 | -3 | -11 | 4 | 9 | 16 | -3
O=C(Cc1ccc(Br)cc1)NCCc1ccc(F)cc1 | 8 | -6 | -2 | 13 | 12 | 24 | -6 | 2
COc1ccccc1CN1C[C@@H]2C[C@@H](c3cccc(O)c3)N3CCC[C@@]23C1=O | 7 | 3 | -3 | -5 | 13 | 8 | -2 | -6
CC(C)N1CC(O)=C(c2ccccc2)C1=N | -1 | -6 | -2 | -15 | 11 | 1 | -3 | -1
Cc1ccc2c(C(=O)CSc3ccccc3)c(C)[nH]c2c1 | 15 | -4 | 1 | -8 | 9 | -30 | -19 | -13
C#CCOCCOCCOCCNc1nc(N2CCN(C(=O)[C@H]([C@@H](C)CC)n3cc([C@@H](N)CO)nn3)CC2)nc(N2CCN(C(=O)[C@H](CCCCN)n3cc([C@@H](N)CC(C)C)nn3)CC2)n1 | / | -3 | 0 | 25 | -10 | -8 | 10 | /
Cc1cccc(N(C)C(=O)C2CCCN2S(=O)(=O)c2cccc3nsnc23)c1 (stereo not drawn) | 1 | -13 | -5 | -13 | -5 | -4 | -9 | 2
CCCS(=O)(=O)C(=C1Nc2ccccc2N1)S(=O)(=O)CCC | -5 | -15 | 13 | -6 | 15 | 1 | -3 | -9
CCOC(=O)c1[nH]c(C)c(C(=O)Nc2ccc(F)cc2)c1C | 4 | 2 | 1 | -8 | 3 | -14 | 1 | 1
Cc1cccc(C)c1NC(=O)Cn1nnc(C(=O)Nc2ccc(F)cc2F)c1N | -1 | -9 | 7 | -1 | 2 | -8 | -1 | -1
Cc1ccc2c(c1)N(CC(=O)NC1CCCCCC1)C(=O)c1cccnc1O2 | 0 | 4 | -3 | 8 | -6 | 23 | -8 | -6
CC(CCc1ccccc1)N1CCN(Cc2ccccc2)CC1 (stereo not drawn) | -9 | 25 | -5 | 10 | 12 | 16 | -9 | 8
O=C(CC1C(=O)NCCN1Cc1ccccc1)NCCN1CCCCC1=O (stereo not drawn) | 3 | 7 | 0 | 0 | 6 | -8 | -5 | 0
CC(=O)Nc1cccc(Oc2ncnc3scc(-c4ccccc4)c23)c1 | 2 | -12 | -2 | -12 | 13 | 6 | 3 | -8
CCOc1cnc(-c2c(-c3ccccc3Cl)noc2C)o1 | -10 | 3 | -1 | 1 | 13 | 4 | -1 | -2
FCCCOc1ccc(-c2nccc(-c3ccccn3)n2)cc1 | -6 | -10 | -4 | 4 | -5 | -13 | 8 | 2
COCCNC(=O)C(c1ccc(C)cc1)N(Cc1ccccc1)C(=O)CCC(=O)Nc1ccccn1 (stereo not drawn) | -10 | -5 | -5 | 4 | 7 | -8 | -4 | 0
CCOc1ccc(NC(=O)Nc2cccc(C(=O)O)c2)cc1 | 0 | -5 | -4 | 6 | 1 | -32 | -11 | 1
N/C(=N\OCc1ccc([N+](=O)[O-])cc1)c1ccncc1 | -11 | -9 | -4 | 7 | 9 | -46 | 0 | 0
COc1ccc(OC)c(C(=O)/C=C/c2cccnc2)c1 | 19 | -8 | -1 | 0 | 15 | 17 | 1 | 7
O=C(O)c1ccccc1Sc1ncnc2sc3c(c12)CCC3 | -3 | 6 | 3 | 8 | 0 | 1 | 35 | -4
COc1ccc(C(=O)C2CCCN(C(=O)c3c4c(nn3C)CCCC4)C2)cc1F (stereo not drawn) | -2 | 0 | -1 | 1 | 20 | 1 | -4 | 2
COC(=O)c1cc(NC(=O)CN(c2ccc(OC)cc2)S(=O)(=O)c2ccc(F)cc2)ccc1Cl | 21 | -10 | / | / | -5 | 0 | / | -4
O=C1Nc2ccccc2OCc2c1cccc2[N+](=O)[O-] | -5 | 7 | -2 | -19 | 1 | 43 | -1 | 0
O=C(Cc1ccccc1)NCC(=O)OCc1cccc([N+](=O)[O-])c1 | 12 | -7 | -2 | 11 | -3 | 0 | 9 | 5
CC(C)c1ccccc1NC(=O)Nc1ccc2c(c1)OCO2 | 2 | 18 | -5 | 1 | 3 | -8 | 2 | 0
